High-throughput results as filed in PubChem.
CHOP UPR activ = apoptotic UPR (CHOP) activation; AID 449763; CHO-CHOP luciferase reporter, luminescence; percent of tunicamycin response over DMSO baseline; actives 0.34% (n = 330,000); activation, % at 10 µM;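 active = at 10 µM dose, activation of 40% or more, normalized to positive control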;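 note: 100% = tunicamycin at 10 µg/mL and 0% = DMSO alone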
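Test system: CHO CHOP reporter cells. Input: 500 CHO-CHOP cells per well. Medium: F12 with 10% FBS. Technique: luciferase luminescence. Measure: percent activation relative to tunicamycin control. Dosing: 10 µM compound, 0.5% DMSO. Timing: 16-18 h cell attachment, then 6 h compound exposure, 37 °C.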
APJ agonist = activates the human apelin receptor APJ; CHO-K1 APJ PathHunter beta-arrestin, luminescence; 0% DMSO wells, 100% apelin; activation, % at 20 µM; actives 0.11% (n = 330,000); P35414;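 active = activation more than six SD over the plate average, tested at 20 µM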;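 note: 0% = DMSO alone and 100% = apelin-13 at 10 nM; some results filed as inactive read as strong as hits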
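Material: engineered CHO-K1 APJ arrestin reporter cells; amount: 1000 CHO-K1 reporter cells seeded per well; incubation: compound stimulation 90 min at 25 °C, detection 60 min; signal: luminescent beta-gal fragment complementation, chemiluminescent substrate; read-out basis: APJ agonist activity; controls: DMSO-only wells as negative, 10 nM Apelin-13 as positive control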
tim10-1 inh = growth inhibitors of tim10-1 mutant yeast; S. cerevisiae tim10-1 ts strain growth, BacTiter-Glo, 24 h; inhibition, % at 20 µM; actives 2.2% (n = 330,000);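 active = inhibition of at least 40%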;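 note: mutant grown at 25 °C; 0% = DMSO wells with yeast and 100% = wells holding no yeast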
NALP3 yeast inh = NALP3 inhibition in yeast | Yeast reconstituted NLRP3/ASC/caspase-1, beta-gal luminescence, 24 h | AID 2825 | actives 0.39% (n = 330,000) | inhibition, % at 10 µM;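 active = inhibition of 50% or more; inactive = inhibition below 50%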;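 note: plate controls were induced DMSO wells for no effect and uninduced yeast grown without galactose for full effect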
TIM10 inh = growth inhibitors of TIM10 yeast strain; inhibition, % at 10 µM; S. cerevisiae TIM10 strain growth, BacTiter-Glo luminescence, 24 h; actives 1.4% (n = 330,000);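 active = inhibition of 40% or more at the single tested concentration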;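 note: wild-type TIM10 isogenic control strain grown at permissive 25 °C; 0% = DMSO yeast wells and 100% = minimal medium wells without yeast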
Mdm2 MdmX PPI = human Mdm2/MdmX binding inhibition; SaOS-2 split-luciferase Mdm2/MdmX complementation, luminescence; O15151+Q00987; inhibition, % at 8 µM; actives 3% (n = 330,000); AID 485346;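 active = inhibition of at least 50% at 8 µM in the primary screen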
Target sequence (O15151 whole entry, looked up): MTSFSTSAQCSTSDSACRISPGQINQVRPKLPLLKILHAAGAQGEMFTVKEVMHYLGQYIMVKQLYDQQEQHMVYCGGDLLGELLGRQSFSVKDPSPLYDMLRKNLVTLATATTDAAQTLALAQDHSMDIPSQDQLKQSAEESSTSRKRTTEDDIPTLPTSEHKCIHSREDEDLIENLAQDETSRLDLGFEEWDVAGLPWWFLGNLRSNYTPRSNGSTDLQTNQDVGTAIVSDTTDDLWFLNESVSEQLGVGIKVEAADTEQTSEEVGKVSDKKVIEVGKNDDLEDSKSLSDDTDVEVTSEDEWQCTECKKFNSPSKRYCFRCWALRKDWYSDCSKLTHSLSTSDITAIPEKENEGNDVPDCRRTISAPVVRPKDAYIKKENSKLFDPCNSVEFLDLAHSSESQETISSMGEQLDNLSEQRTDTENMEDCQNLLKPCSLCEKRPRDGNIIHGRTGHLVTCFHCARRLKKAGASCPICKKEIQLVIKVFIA
Target sequence (Q00987 whole entry, looked up): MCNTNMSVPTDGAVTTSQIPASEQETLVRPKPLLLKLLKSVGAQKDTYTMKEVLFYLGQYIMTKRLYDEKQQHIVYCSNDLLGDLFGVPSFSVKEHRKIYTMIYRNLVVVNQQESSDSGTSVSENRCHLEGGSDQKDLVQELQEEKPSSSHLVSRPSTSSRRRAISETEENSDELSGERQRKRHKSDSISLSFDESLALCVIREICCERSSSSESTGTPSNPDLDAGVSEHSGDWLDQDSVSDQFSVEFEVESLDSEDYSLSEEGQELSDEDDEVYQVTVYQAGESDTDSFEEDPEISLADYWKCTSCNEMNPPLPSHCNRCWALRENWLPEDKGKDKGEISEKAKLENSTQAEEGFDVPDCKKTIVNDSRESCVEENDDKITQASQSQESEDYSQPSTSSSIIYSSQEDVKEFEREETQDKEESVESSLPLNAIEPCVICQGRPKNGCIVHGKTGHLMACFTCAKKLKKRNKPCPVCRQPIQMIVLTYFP
UPR XBP1 act = adaptive UPR (XBP1) activation | CHO-XBP1 luciferase reporter, IRE1-XBP1 UPR activation, luminescence; percent of tunicamycin response, DMSO as zero | activation, % at 20 µM | actives 0.33% (n = 330,000) | AID 463104;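 active = versus positive control, 20 µM dose yields 30% or more activation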;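 note: 100% = tunicamycin at 10 µg/mL and 0% = DMSO only wells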
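incubation = overnight seeding at 37 °C, 6 h compound treatment at 37 °C | assay system = CHO-XBP1 cells stably carrying IRE1-XBP1-driven luciferase reporter | input = 1000 cells per well | detection = luciferase luminescence | dosing = single point, 20 µM final compound, 1% DMSO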
tim23-1 inh = growth inhibitors of tim23-1 mutant yeast. S. cerevisiae tim23-1 growth, BacTiter-Glo luminescence, 24 h. actives 1.3% (n = 330,000). inhibition, % at 20 µM;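 active = growth inhibition of the mutant yeast at or above 50%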;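 note: temperature-sensitive mutant grown at 25 °C; plate controls were DMSO-treated mutant yeast for no effect and medium wells lacking yeast for full effect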
GRIN3A LBD mod = modulates the human NR3A ligand-binding domain; NR3A LBD differential scanning fluorimetry, Tm shift; 0% = protein alone, 100% = glycine-bound protein; Tm shift relative to glycine control, % at 25 µM; actives 2.5% (n = 340,000); AID 1259313;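 active = melting temperature shift of at least 10% of the positive control shift, at one fixed dose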
Active calls of the source: *; nt = no result given.

SMILES	CHOP UPR activ	APJ agonist	tim10-1 inh	NALP3 yeast inh	TIM10 inh	Mdm2 MdmX PPI	UPR XBP1 act	tim23-1 inh	GRIN3A LBD mod
O=C(Nc1ccccc1C(=O)N1CCNCC1)c1ccco1	1.4	-7	0	-2	-19	-20	-1	2	nt
COc1ccc(OC)c(S(=O)(=O)NCC2CCCO2)c1 (centres undefined)	-1.8	-3	-4	7	4	11	3	-7	0
O=C(CCNc1cccc(F)c1)c1cccc([N+](=O)[O-])c1	0.0	-1	35	1	-1	13	-2	19	-8
FC(F)(F)c1ccccc1NC(=S)Nn1cnnc1	0.4	-8	0	1	3	22	0	-2	1
COc1ccc(NC(=O)/C=C/c2ccccc2[N+](=O)[O-])c(OC)c1	2.1	-2	6	23	22	0	1	2	1
Cc1cc(C(=O)N2CCN(Cc3ccc4c(c3)OCO4)CC2)on1	-0.3	-5	-23	-2	-3	6	-1	-4	3
COCCn1ccc(O)c(Cc2ccccc2)c1=O	2.0	-3	1	-11	-6	-13	-3	3	-2
COc1ccc(NC(=O)Cn2cc(C#N)c3ccccc32)cc1	0.2	-1	9	2	10	13	-2	-19	0
CCOC(=O)C1=C(O)C(=O)N(CCCn2ccnc2)C1c1ccc(OC)cc1 (centres undefined)	-1.0	0	5	6	-6	-19	-1	9	nt
Cc1onc(-c2c(Cl)cccc2Cl)c1C(=O)NC1C(=O)N2C1SC(C)(C)C2C(=O)O (centres undefined)	-1.3	-4	11	2	9	-7	-1	-7	-2

Of the compounds above, four have an aryl methoxy group.
SMILES	CHOP UPR activ	APJ agonist	tim10-1 inh	NALP3 yeast inh	TIM10 inh	Mdm2 MdmX PPI	UPR XBP1 act	tim23-1 inh	GRIN3A LBD mod
COc1ccc(OC)c(S(=O)(=O)NCC2CCCO2)c1 (centres undefined)	-1.8	-3	-4	7	4	11	3	-7	0
COc1ccc(NC(=O)/C=C/c2ccccc2[N+](=O)[O-])c(OC)c1	2.1	-2	6	23	22	0	1	2	1
COc1ccc(NC(=O)Cn2cc(C#N)c3ccccc32)cc1	0.2	-1	9	2	10	13	-2	-19	0
CCOC(=O)C1=C(O)C(=O)N(CCCn2ccnc2)C1c1ccc(OC)cc1 (centres undefined)	-1.0	0	5	6	-6	-19	-1	9	nt

(continued)
SMILES	CHOP UPR activ	APJ agonist	tim10-1 inh	NALP3 yeast inh	TIM10 inh	Mdm2 MdmX PPI	UPR XBP1 act	tim23-1 inh	GRIN3A LBD mod
CCS(=O)(=O)c1ccc2oc(=O)c(/C=C(\O)c3ccc(Cl)cc3)nc2c1	0.8	-2	-2	15	-5	-3	-3	3	-3
CCC1SC(CC)C(=O)N(CC(=O)NCCc2ccccc2)C1=O (centres undefined)	-1.4	1	13	2	16	13	-2	1	-2
CCOC(=O)c1ccccc1NS(=O)(=O)c1ccccc1F	-0.1	-4	26	-61	15	-5	-3	-3	0
O=C(CCCCCNC(=O)N1CCn2c1nc1ccccc12)N[C@@H](C(=O)O)c1ccccc1	0.7	-1	-1	-3	-5	15	-3	-7	-3
CCOCCCn1c(SCC(=O)Nc2ccc(NC(C)=O)cc2)nc2ccccc2c1=O	-1.4	-1	-1	14	9	14	-2	13	3
Cc1ccc(C)c(C(C)NC(=S)NC2CCCCC2)c1 (centres undefined)	2.6	10	37	11	28	8	-2	29	-3
CCCCc1ccc(C(=O)NC(C(=O)O)C(C)C)cc1 (centres undefined)	-0.2	-5	6	3	-8	10	1	19	-1
CC(Sc1ncnc2sccc12)C(=O)Nc1ccc(C(N)=O)cc1 (centres undefined)	0.3	-1	-14	2	7	2	9	-19	0
CCc1cc(-c2n[nH]c(=S)n2N)n(C)n1	-0.3	-2	-5	14	5	-3	-5	-11	-2
C=CCNC(=O)/C(C#N)=C/c1ccc(C(=O)O)cc1	-0.4	2	5	2	-2	0	-1	12	0

Compounds above with four or more nitrogen atoms (5):
SMILES	CHOP UPR activ	APJ agonist	tim10-1 inh	NALP3 yeast inh	TIM10 inh	Mdm2 MdmX PPI	UPR XBP1 act	tim23-1 inh	GRIN3A LBD mod
FC(F)(F)c1ccccc1NC(=S)Nn1cnnc1	0.4	-8	0	1	3	22	0	-2	1
O=C(CCCCCNC(=O)N1CCn2c1nc1ccccc12)N[C@@H](C(=O)O)c1ccccc1	0.7	-1	-1	-3	-5	15	-3	-7	-3
CCOCCCn1c(SCC(=O)Nc2ccc(NC(C)=O)cc2)nc2ccccc2c1=O	-1.4	-1	-1	14	9	14	-2	13	3
CC(Sc1ncnc2sccc12)C(=O)Nc1ccc(C(N)=O)cc1 (centres undefined)	0.3	-1	-14	2	7	2	9	-19	0
CCc1cc(-c2n[nH]c(=S)n2N)n(C)n1	-0.3	-2	-5	14	5	-3	-5	-11	-2

(cont.)
SMILES	CHOP UPR activ	APJ agonist	tim10-1 inh	NALP3 yeast inh	TIM10 inh	Mdm2 MdmX PPI	UPR XBP1 act	tim23-1 inh	GRIN3A LBD mod
O=c1cc(-c2ccccc2)c2c(O)cc(O)cc2o1	3.3	-1	-10	8	-1	-30	0	-3	-7
COc1ccc2c(c1)NC(C)(C)C=C2C	1.2	-4	-1	9	14	-6	-1	-8	-2
CC1(C)CC(=O)C2=C(C1)N(c1ccc(F)cc1)C(=O)CC2c1ccsc1 (centres undefined)	0.7	-1	25	0	22	21	-1	27	-1
CCOC(=O)C1=C(Cc2ccc(Cl)cc2)C(=O)c2ccccc2C1=O	118*	5	64*	1	57*	22	-1	67*	-4
CCc1nc(NCCO)c(C#N)c2c1CSC(C)(C)C2	0.5	1	-5	15	-9	-3	0	11	0
Cc1ccc(NC(=O)COC(=O)COc2ccc3ccc(=O)oc3c2)cc1[N+](=O)[O-]	-1.1	-1	-3	1	-3	8	0	4	-1
CCOC(=O)/C(C#N)=N/Nc1ccc(S(=O)(=O)N2CCc3ccccc32)cc1	-1.4	-2	19	2	15	33	-3	4	24*
Cc1ccc(S(=O)(=O)CCC(=O)OCC(=O)NC(C)c2ccccc2)cc1 (centres undefined)	1.6	0	-3	5	4	11	-1	9	-1
O=C(Nc1ccc2nc(-c3cccnc3)[nH]c2c1)C12CC3CC(CC(C3)C1)C2	2.1	-2	24	4	6	10	3	19	-12
Cc1noc(C)c1S(=O)(=O)Nc1ccc2c(c1)CC(=O)N([C@H](C)CO)C[C@H](C)[C@@H](CN(C)CC1CC1)O2	-1.2	-2	9	5	-3	-3	-1	16	-2
Cc1cc(C)c(C(=O)CSc2n[nH]c(=O)n2C2CC2)cc1C	-1.7	4	17	-3	25	9	-2	24	1
CCc1ccccc1NC(=O)CNC(=O)CCc1nc2sc3c(c2c(=O)[nH]1)CCCC3	-0.4	-3	5	8	-7	3	-1	-6	-1
O=C1c2ccccc2-c2c1cccc2C(=O)N1CCCCC1	2.4	-3	16	2	-2	9	4	18	-1
Cc1ccc(C)c(Cn2c3ccccc3c3cnn(CC(=O)NCCCN4CCCCC4)c(=O)c32)c1	-0.3	-7	-3	-1	-43	92*	-1	-51	0
COCCOC(=O)C1=C(C)NC(=O)NC1c1cccc2ccccc12 (centres undefined)	2.0	-2	2	-9	51*	21	-3	3	-1
O=C(Nc1ccccc1)c1cccc(S(=O)(=O)NC2CCCC2)c1	2.6	3	8	14	8	22	-6	3	-3
COc1ccc(Cl)cc1NC(=O)c1cc(-c2cc(C)ccc2O)n[nH]1	-0.2	1	0	-3	-9	8	1	7	300*
COC(=O)c1ccc2c(c1)NC(=O)c1ccccc1S2	0.6	-2	-19	34	20	-1	-5	9	0
COC(=O)c1c(NC(=S)Nc2cc(OC)c(Cl)cc2OC)sc2c1CCCCC2	-0.7	0	26	10	18	-18	0	15	-13
CCOC(=O)CNC(=O)C(Cc1ccccc1)NS(=O)(=O)c1ccc2c(c1)CCC(=O)N2 (centres undefined)	1.3	1	3	7	12	-3	3	5	-2
O=C(NCc1ccncc1)C(=O)NCC1OCCN1S(=O)(=O)c1cc(F)ccc1F (centres undefined)	0.2	-4	2	-16	1	-5	-2	8	-1
O=C(CCc1c[nH]c2ccccc12)NCC1COc2ccccc2O1 (centres undefined)	-2.0	-2	9	9	-8	1	0	20	-2
Cc1cc(C)cc(N2C(=O)CSC2c2ccccn2)c1 (centres undefined)	1.4	-1	10	9	-6	28	-3	1	0
O=C(COC(=O)C1CC2C=CC1C2)Nc1cccc(S(=O)(=O)N2CCCCC2)c1 (centres undefined)	0.6	0	17	2	21	5	-2	14	-7
O=C(Nc1nc(-c2ccncc2)cs1)C1COc2ccccc2O1 (centres undefined)	1.0	-1	14	25	15	43	2	20	4
O=C(Nc1ccc(C(=O)O)cc1)/C(=C\c1ccco1)NC(=O)c1ccccc1Cl	-0.3	-1	-10	20	-4	-8	3	2	-1
O=C(CSc1ccccn1)N/N=C/c1c[nH]c2ccccc12	6.1	-3	-1	6	18	16	1	2	-26
Cc1ccc(/C=N/NC(=O)CNC(=O)c2cccc([N+](=O)[O-])c2C)o1	-0.4	-1	-14	19	-8	14	-3	2	0
COc1ccc(NC(=O)COC(=O)Cn2nnc3ccccc32)cc1	-0.2	-1	8	14	9	-17	-2	6	0
NS(=O)(=O)c1cccc(NC(=O)c2cccs2)c1	0.5	-4	-1	6	-2	13	-2	8	0
O=C(COc1ccc(N2C(=O)c3ccccc3C2=O)cc1)c1ccccc1	2.6	3	-13	26	7	13	1	-10	2
CC#CC(=O)N1CCC(CCc2ccccc2)(C(=O)OCC)CC1	0.8	-1	24	23	8	20	0	30	-2
COC(=O)c1c(C)cc(OC(C)=O)c(C)c1OC(C)=O	-1.6	-2	14	5	7	11	-1	13	1
C=CCOc1ccc2ccccc2c1CNn1c(C)n[nH]c1=S	-0.9	-2	23	16	33	11	-3	40	-2
Cc1ccccc1C(=O)c1cccn1CC(=O)NCc1ccccc1	0.6	1	-14	7	-3	-14	0	24	-1
COc1ccc(OC)c(-n2nnnc2SCC(=O)O)c1	-1.5	5	-12	5	2	-10	1	1	-5
